Pol beta inh = qHTS Assay for Inhibitors of DNA Polymerase Beta | P06746 | Pol beta primer extension/strand displacement, fluorescence kinetic | Potency, µM (series often up to 114 µM), for inactives: top-dose activity change, negative = inhibition, usual class: inhibitors | 340,000 compounds, 1.3% hits; note: % is set by controls: 0 for no effect and ±100 for the full control effect
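Homogeneous kinetic assay of primer extension and strand displacement by 10 nM Pol beta, preincubated 15 min at room temperature with compound before 50 nM substrate (final) was added. Read at 0 and 10 min; four-parameter Hill fit.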
Pol kappa inh = qHTS for Inhibitors of Polymerase Kappa; DNA polymerase kappa (Homo sapiens), Q9UBT6; purified Pol kappa, fluorescent DNA synthesis assay, 10 min; Potency, µM (series often up to 107 µM), without a hit: top-dose activity, negative = inhibition, most hits filed as inhibitors; 400,000 compounds, 0.53% hits; AID 588579, 2011; note: % is set by controls: 0 for no effect and ±100 for the full control effect
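50 nM final substrate added after 15 min RT preincubation of 10 nM Pol kappa with compound; fluorescence read at 0 and 10 min.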
Apoferritin bind = qHTS Assay for Identification of Novel General Anesthetics. Ferritin light chain (Equus caballus), P02791. apoferritin/1-aminoanthracene competitive binding, fluorescence. 350,000 compounds, 0.074% hits. Potency, µM (series often up to 77.5 µM), inactives show at the top dose activity change, negative = displacement, actives largely listed as inhibitors. AID 485281, 2010; note: % is set by controls: 0 for no effect and ±100 for the full control effect; nearly all actives have a fitted effect of over 20% in size
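Read-out: endpoint 1-AMA fluorescence, excitation 380 nm and emission 535 nm, after compounds sit 10 min at room temperature with 10 uM horse-spleen apoferritin in 50% saturated 1-AMA/PBS. Values come from four-parameter Hill fits.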
BLM helicase inh = qHTS Assay for Inhibitors of Bloom's syndrome helicase (BLM); recombinant BLM DNA unwinding, fluorescence dequenching; AID 2528, 2010; 350,000 compounds, 0.2% hits; Potency, µM (highest dose often 56.1 µM), inactives show top-dose activity change, negative = inhibition, usual class: inhibitors;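 note: plate controls were vehicle for no effect and no enzyme for full effect; nearly all actives have a fitted effect of over 35% in size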
G9a block = qHTS Assay for Inhibitors of Histone Lysine Methyltransferase G9a. G9a H3K9 monomethylation, AlphaScreen, 2 h. Potency, µM (top dose mostly 102 µM), inactives show at the top dose activity, negative = inhibition, hits mostly inhibitors. 350,000 compounds, 8.8% hits. AID 504332, 2011; note: % is set by controls: 0 for no effect and ±100 for the full control effect; nearly all actives have a fitted effect of over 75% in size
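AlphaScreen detection with an anti-monomethyl H3K9 antibody quantified product after a 2 h room-temperature reaction containing 500 nM biotinylated H3K9 peptide, 20 µM SAM and 20 nM enzyme, which had been preincubated 15 min with compound.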
APEX1 inh = qHTS Assay for Inhibitors of the Human Apurinic/apyrimidinic Endonuclease 1 (APE1); DNA repair nuclease/redox regulator APEX1 (Homo sapiens), P27695; recombinant APE1, TAMRA/BHQ-2 abasic DNA cleavage fluorescence; Potency, µM (top dose mostly 65.8 µM), for the others: top-dose activity change, negative = inhibition, hits mostly inhibitors; 350,000 compounds, 0.35% hits;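 note: plate controls were vehicle for no effect and reference inhibitor for full effect; nearly all actives have a fitted effect of over 55% in size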
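Quantitative HTS: incision of a TAMRA/BHQ-2 double-stranded substrate bearing a tetrahydrofuran abasic site by 0.75 nM APE1 raises fluorescence. Substrate 50 nM final, added after 15 min compound preincubation at room temperature; progress as third-minus-first kinetic read difference.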
POLI inh = qHTS for Inhibitors of Polymerase Iota; DNA polymerase iota (Homo sapiens), Q9UNA4; Pol iota fluorescent replication assay, 10 min; Potency, µM (series often up to 115 µM), for inactives: top-dose activity, negative = inhibition, most hits filed as inhibitors; 390,000 compounds, 1% hits
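Pol iota at 10 nM preincubated 15 min with compounds at room temperature; reaction started with fluorescent substrate, 50 nM final. Fluorescence read kinetically at 0 and 10 min; buffer-only wells as negative control.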
BAZ2B block = qHTS Assay for Inhibitors of BAZ2B. AID 504333, 2011. Potency, µM (top dose mostly 114 µM), without a hit: at the top dose activity change, negative = inhibition, usual class: inhibitors. 360,000 compounds, 4.4% hits. AlphaScreen BAZ2B-H3K14Ac peptide displacement. Bromodomain adjacent to zinc finger domain protein 2B (Homo sapiens), Q9UIF8; note: % is set by controls: 0 for no effect and ±100 for the full control effect; nearly all actives have a fitted effect of over 60% in size
Target sequence (Q9UIF8 whole entry, looked up, the tested form may be a part): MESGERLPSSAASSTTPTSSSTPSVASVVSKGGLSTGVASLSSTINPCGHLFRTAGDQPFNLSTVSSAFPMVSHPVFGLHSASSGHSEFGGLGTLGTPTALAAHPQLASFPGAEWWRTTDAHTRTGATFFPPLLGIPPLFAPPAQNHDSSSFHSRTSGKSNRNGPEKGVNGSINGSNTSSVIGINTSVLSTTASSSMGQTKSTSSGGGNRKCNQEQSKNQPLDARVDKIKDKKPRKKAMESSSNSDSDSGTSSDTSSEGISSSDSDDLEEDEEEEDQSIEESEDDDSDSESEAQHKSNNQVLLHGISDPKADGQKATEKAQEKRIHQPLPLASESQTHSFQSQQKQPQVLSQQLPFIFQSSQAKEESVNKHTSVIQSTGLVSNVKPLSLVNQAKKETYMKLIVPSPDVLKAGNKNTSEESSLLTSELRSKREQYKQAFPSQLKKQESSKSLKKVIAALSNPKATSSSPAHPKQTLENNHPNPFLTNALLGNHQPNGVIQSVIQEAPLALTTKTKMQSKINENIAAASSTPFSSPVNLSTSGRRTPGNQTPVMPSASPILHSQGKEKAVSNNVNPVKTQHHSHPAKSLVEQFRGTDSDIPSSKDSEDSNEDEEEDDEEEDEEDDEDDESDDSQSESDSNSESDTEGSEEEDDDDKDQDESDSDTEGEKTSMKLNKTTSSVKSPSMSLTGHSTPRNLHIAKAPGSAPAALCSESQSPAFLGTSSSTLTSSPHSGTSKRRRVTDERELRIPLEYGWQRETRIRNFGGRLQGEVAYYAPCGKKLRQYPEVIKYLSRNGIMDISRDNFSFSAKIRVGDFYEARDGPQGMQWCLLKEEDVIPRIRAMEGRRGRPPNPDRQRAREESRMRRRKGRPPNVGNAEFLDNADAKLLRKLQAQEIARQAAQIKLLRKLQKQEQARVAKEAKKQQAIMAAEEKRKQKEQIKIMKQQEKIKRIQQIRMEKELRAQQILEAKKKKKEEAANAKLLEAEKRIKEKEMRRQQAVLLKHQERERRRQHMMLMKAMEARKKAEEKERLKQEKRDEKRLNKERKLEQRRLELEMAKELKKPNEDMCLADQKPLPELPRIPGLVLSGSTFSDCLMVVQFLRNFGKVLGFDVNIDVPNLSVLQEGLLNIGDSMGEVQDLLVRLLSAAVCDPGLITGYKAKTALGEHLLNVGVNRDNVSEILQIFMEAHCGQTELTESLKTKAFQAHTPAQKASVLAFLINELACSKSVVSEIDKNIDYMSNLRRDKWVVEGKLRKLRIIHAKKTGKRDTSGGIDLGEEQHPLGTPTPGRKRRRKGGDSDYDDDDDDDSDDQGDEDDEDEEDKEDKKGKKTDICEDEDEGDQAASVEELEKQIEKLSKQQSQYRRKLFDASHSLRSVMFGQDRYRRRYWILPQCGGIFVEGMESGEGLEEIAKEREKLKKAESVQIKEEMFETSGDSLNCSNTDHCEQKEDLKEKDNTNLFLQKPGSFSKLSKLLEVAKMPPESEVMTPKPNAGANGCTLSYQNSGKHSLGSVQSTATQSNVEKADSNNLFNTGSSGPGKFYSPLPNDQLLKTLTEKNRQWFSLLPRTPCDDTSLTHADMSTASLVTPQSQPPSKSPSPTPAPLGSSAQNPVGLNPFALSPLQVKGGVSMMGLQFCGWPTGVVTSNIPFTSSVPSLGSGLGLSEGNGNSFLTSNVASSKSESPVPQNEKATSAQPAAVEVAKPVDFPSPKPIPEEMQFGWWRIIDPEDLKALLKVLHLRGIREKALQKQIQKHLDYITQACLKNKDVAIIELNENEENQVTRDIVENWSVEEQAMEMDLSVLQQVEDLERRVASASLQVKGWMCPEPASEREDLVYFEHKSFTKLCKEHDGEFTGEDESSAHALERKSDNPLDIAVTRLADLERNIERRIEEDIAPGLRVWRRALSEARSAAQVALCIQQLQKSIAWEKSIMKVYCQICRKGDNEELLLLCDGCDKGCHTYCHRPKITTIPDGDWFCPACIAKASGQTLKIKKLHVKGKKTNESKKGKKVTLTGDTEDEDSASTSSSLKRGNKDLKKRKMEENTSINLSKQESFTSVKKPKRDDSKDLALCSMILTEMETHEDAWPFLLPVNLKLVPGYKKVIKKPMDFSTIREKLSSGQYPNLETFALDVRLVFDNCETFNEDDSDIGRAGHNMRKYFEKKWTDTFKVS
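In this displacement format the biotinylated H3(5-23) peptide acetylated at Lys14 serves as ligand at 50 nM, with BAZ2B at 50 nM in PBS pH 7.4 containing 0.01% Tween-20. Donor and acceptor beads are 10 ug/mL final.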
Pol eta inh = qHTS for Inhibitors of Polymerase Eta; DNA polymerase eta (Homo sapiens), Q9Y253; recombinant Pol eta, fluorescent DNA replication assay; Potency, µM (titrated, usually from 114 µM), for inactives: at the top dose activity change, negative = inhibition, actives largely listed as inhibitors; 390,000 compounds, 1.2% hits; note: % is set by controls: 0 for no effect and ±100 for the full control effect
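Fluorescent replication assay: 50 nM final substrate added after a 15 min room-temperature compound preincubation with 10 nM enzyme. Signal taken at 0 min and again at 10 min.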
Starred values were filed as active, the others as inactive; & = joins results of further samples; [ ] = dose if it differs, or a comment. Calls come from the whole dose curve; as a rule, active = well fitted curve in the direction sought with a large enough effect; inconclusive = small, poorly fitted or top-dose-only effect, or another doubt; inactive = no such curve, though single readings can be large; an effect the other way counts as inactive or inconclusive. Potency is the fitted concentration of half-maximal effect.

How did O=C(NNC(=S)NC1CCCCC1)c1cccs1 do in these assays?
Pol beta inh: -2.0%; Pol kappa inh: -20.4%; Apoferritin bind: -13.7%; BLM helicase inh: -9.3%; G9a block: 11.5%[59 µM]; APEX1 inh: 1.8%; POLI inh: 5.7%; BAZ2B block: -0.5%; Pol eta inh: -10.1%

What do the screens show for `Cc1oc2ccc(OCc3ccccc3F)cc2c1C(=O)O`?
Pol beta inh: 2.5%; Pol kappa inh: -18.7%; Apoferritin bind: -12.0%; BLM helicase inh: -4.1%; G9a block: 4.1%[59 µM]; APEX1 inh: 1.1%; POLI inh: 1.2%; BAZ2B block: -5.2%; Pol eta inh: 1.8%

Results for CC(C)(C)C1CCc2oc3ccc(NS(=O)(=O)c4ccc(C(=O)O)cc4)cc3c2C1 (stereo unspecified) ?
Pol beta inh: inconclusive; Pol kappa inh: inconclusive; Apoferritin bind: -15.7%; BLM helicase inh: -8.0%; G9a block: inconclusive; POLI inh: inconclusive; BAZ2B block: -26.2%[57.1 µM]; Pol eta inh: inconclusive

Results for CC(OC(=O)C1CC1)C(=O)Nc1cc(C(F)(F)F)ccc1Cl (stereo unspecified) ?
Pol beta inh: 35.1%; Pol kappa inh: -6.3%; Apoferritin bind: inconclusive; BLM helicase inh: -4.8%; G9a block: -3.4%; APEX1 inh: 5.4%; POLI inh: 141.3%[activator]; BAZ2B block: -7.9%; Pol eta inh: inconclusive

Results for CCC1=C(OC(=O)N(CC)CC)N2C(=O)OC(=NCC3CC3)[C@]2(Cc2ccccc2)[C@H]2C1=CC[C@H]1C(=O)N(CC(=O)OC)C(=O)[C@H]12 ?
Pol beta inh: 4.3%; Pol kappa inh: -8.0%; Apoferritin bind: -15.5%&-26.9%; BLM helicase inh: -7.7%&-7.2%; G9a block: -2.3%[59 µM]; APEX1 inh: -1.7%&2.8%; POLI inh: 9.0%; BAZ2B block: -15.2%; Pol eta inh: -11.8%

What do the screens show for `COc1ccc(C(=O)NC(=O)CSc2nnc(-c3ccco3)n2-c2ccccc2)cc1`?
Pol beta inh: -1.2%; Pol kappa inh: -10.3%; Apoferritin bind: -15.2%; BLM helicase inh: -5.1%; G9a block: 89.1µM*; APEX1 inh: 16.4%; POLI inh: 0.0%; BAZ2B block: 0.0%; Pol eta inh: -21.0%

How did COc1cc2nc(-c3ccccc3C)oc(=O)c2cc1OC do in these assays?
Pol beta inh: 0.7%; Pol kappa inh: 7.9%; Apoferritin bind: 23.8%; BLM helicase inh: -4.9%; G9a block: 20.9%; APEX1 inh: 36.9%; POLI inh: 25.2%; BAZ2B block: 2.4%; Pol eta inh: -14.2%

Results for Cc1cccc(NC(=O)CN2CCN(C(=O)c3cnn(Cc4ccccc4)c3)CC2)c1C ?
Pol kappa inh: -10.9%; G9a block: 0.6%[2.33 µM]; APEX1 inh: -2.5%; POLI inh: 47.3%[activator]; BAZ2B block: 12.8%; Pol eta inh: -1.6%

How did O=C(Cc1ccc(F)cc1)Nc1nc(-c2ccc(F)cc2)cs1 do in these assays?
Pol beta inh: 4.9%; Pol kappa inh: -1.1%; Apoferritin bind: -3.5%; BLM helicase inh: -3.7%; G9a block: -3.1%[59 µM]; APEX1 inh: 58.7%[activator]; POLI inh: 43.7%[activator]; BAZ2B block: 0.3%; Pol eta inh: -23.7%

What do the screens show for `COC(=O)C1=C(C)Nc2nnnn2C1c1ccco1` (stereo unspecified)?
Pol beta inh: 8.9%; Pol kappa inh: -10.3%; Apoferritin bind: -3.0%; BLM helicase inh: -0.8%; G9a block: 14.3%[59 µM]; APEX1 inh: -6.6%; POLI inh: inconclusive; BAZ2B block: -3.0%; Pol eta inh: inconclusive

What do the screens show for `c1coc(-c2nc3ccccn3c2Nc2ccc3c(c2)OCCO3)c1`?
Pol beta inh: 9.0%; Pol kappa inh: -7.0%; Apoferritin bind: 0.9%; BLM helicase inh: -7.2%; G9a block: 12.6µM*; POLI inh: 35.4%[activator]; BAZ2B block: 44.7µM*; Pol eta inh: -17.0%

How did CCc1noc(C)c1C(=O)OCC(=O)Nc1c(F)cccc1F do in these assays?
Pol kappa inh: -4.3%; G9a block: 9.7%; APEX1 inh: -0.4%; POLI inh: 60.9%[activator]; BAZ2B block: -0.1%; Pol eta inh: -16.4%

What do the screens show for `NC(=O)c1ccc(NC(=O)C2CCCO2)cc1` (stereo unspecified)?
Pol beta inh: 20.4%; Pol kappa inh: -7.0%; Apoferritin bind: -8.2%; BLM helicase inh: -2.1%; G9a block: 5.1%; APEX1 inh: -8.0%; POLI inh: 4.5%; BAZ2B block: -0.3%; Pol eta inh: 11.0%

How did C#CCOCCOCCOCCNc1nc(N2CCN(C(=O)Cn3cc(CCCN=C(N)N)nn3)CC2)nc(N2CCN(C(=O)[C@H](CCCCN)n3cc(CC(C)O)nn3)CC2)n1 (stereo partly specified) do in these assays?
Pol kappa inh: -15.4%; G9a block: 16.4%[2.33 µM]; APEX1 inh: 6.7%; POLI inh: 15.4%; BAZ2B block: 4.9%; Pol eta inh: -13.6%

What do the screens show for `Cc1ccc(NC(=O)CN2C(=O)NC3(CCCCCC3)C2=O)cc1Cl`?
Pol kappa inh: -4.0%; G9a block: -8.7%[2.33 µM]; APEX1 inh: -5.6%; POLI inh: -20.0%; BAZ2B block: 3.6%; Pol eta inh: -19.0%

Results for O=C(NCC(c1ccco1)N1CCN(c2ccc(F)cc2)CC1)C1CCCCC1 (stereo unspecified) ?
Pol kappa inh: -6.3%; G9a block: -31.9%; APEX1 inh: -5.4%; POLI inh: 12.3%; BAZ2B block: -0.6%; Pol eta inh: -4.8%

How did Cc1ccc(CCC(=O)Nc2ccc(C#N)cc2)o1 do in these assays?
Pol beta inh: inconclusive; Pol kappa inh: 4.2%; Apoferritin bind: 6.6%; BLM helicase inh: -2.0%; G9a block: 39.8µM*; APEX1 inh: 36.0%; POLI inh: -15.6%; BAZ2B block: -38.3%; Pol eta inh: -10.3%

What do the screens show for `COc1ccc(N(CC(=O)NC2CC3CCC2C3)S(=O)(=O)c2ccc(C)cc2)cc1OC` (stereo unspecified)?
Pol beta inh: -3.1%; Pol kappa inh: -8.3%; Apoferritin bind: -14.2%; BLM helicase inh: 1.5%; G9a block: -25.9%; APEX1 inh: 70.2%; POLI inh: 8.0%; BAZ2B block: 23.9%; Pol eta inh: -11.2%

What do the screens show for `CCOCC(=O)Nc1ccccc1C(=O)OCC`?
Pol beta inh: -18.4%; Pol kappa inh: -7.8%; Apoferritin bind: -3.5%; BLM helicase inh: -2.0%; G9a block: 0.7%[59 µM]; APEX1 inh: -1.1%; POLI inh: 10.4%; BAZ2B block: 7.2%; Pol eta inh: -9.4%

What do the screens show for `Clc1cc2c(nn1)Nc1ccccc1S2`?
Pol beta inh: 25.1%; Pol kappa inh: -5.4%; Apoferritin bind: 2.7%; BLM helicase inh: -1.9%; G9a block: 4.8%; APEX1 inh: -3.0%; POLI inh: -4.2%; BAZ2B block: -0.3%; Pol eta inh: -10.1%

Retrieved one by one from above (2):
Results for CC(C)(C)C1CCc2oc3ccc(NS(=O)(=O)c4ccc(C(=O)O)cc4)cc3c2C1 (stereo unspecified) ?
Pol beta inh: inconclusive; Pol kappa inh: inconclusive; Apoferritin bind: -15.7%; BLM helicase inh: -8.0%; G9a block: inconclusive; POLI inh: inconclusive; BAZ2B block: -26.2%[57.1 µM]; Pol eta inh: inconclusive

Results for O=C(NCC(c1ccco1)N1CCN(c2ccc(F)cc2)CC1)C1CCCCC1 (stereo unspecified) ?
Pol kappa inh: -6.3%; G9a block: -31.9%; APEX1 inh: -5.4%; POLI inh: 12.3%; BAZ2B block: -0.6%; Pol eta inh: -4.8%

Remaining list, next part:
How did N#CCn1nnc(-c2ccc3c(c2)OCO3)n1 do in these assays?
Pol beta inh: 2.4%; Pol kappa inh: -2.7%; Apoferritin bind: -18.6%; BLM helicase inh: -7.8%; G9a block: 4.2%; APEX1 inh: 10.8%; POLI inh: 0.1%; BAZ2B block: -1.0%; Pol eta inh: -7.0%

Results for CCN(C[C@H]1N[C@@](Cc2ccccc2)(C(=O)OC)[C@H]2C(=O)N(C)C(=O)[C@@H]12)C(=O)c1ccc(C)cc1 ?
Pol kappa inh: 12.6%; APEX1 inh: 2.9%; POLI inh: inconclusive; Pol eta inh: -9.4%

How did Cc1cccc(NC(=O)[C@H](Cc2ccccc2)NC(=O)[C@@H]2Cc3ccccc3CN2)c1 do in these assays?
Pol beta inh: 4.6%; Pol kappa inh: -9.9%; Apoferritin bind: -10.4%; BLM helicase inh: -7.4%; G9a block: -8.1%[0.0925 µM]; APEX1 inh: 4.9%; POLI inh: 113.6%[activator]; BAZ2B block: inconclusive; Pol eta inh: -8.5%

What do the screens show for `COc1ccccc1CNC(=O)CCc1c(C)nn(-c2ccc(N3CCCCC3)nn2)c1C`?
Pol beta inh: -0.1%; Pol kappa inh: 20.6%; Apoferritin bind: -5.4%; BLM helicase inh: 2.6%; G9a block: -3.5%[59 µM]; POLI inh: -12.1%; BAZ2B block: -23.7%; Pol eta inh: -12.0%

Results for Cc1ccc2[nH]c3c(=O)n(N)c(C)nc3c2c1 ?
Pol beta inh: -17.2%; Pol kappa inh: -2.5%; Apoferritin bind: -7.4%; BLM helicase inh: 2.2%; G9a block: -26.0%; APEX1 inh: -5.8%; POLI inh: 34.2%[activator]; BAZ2B block: -12.0%; Pol eta inh: -15.8%

What do the screens show for `O=C(O)c1ccc(O)cc1`?
Pol kappa inh: 10.5%[60.1 µM]; Apoferritin bind: -0.5%; BLM helicase inh: -3.1%; APEX1 inh: -3.9%

What do the screens show for `CC(C)C[C@@H](CO)N1CCN(Cc2ccc(Br)cc2)CCC1=O`?
Pol beta inh: 36.3%; Pol kappa inh: -3.6%&-5.1%; Apoferritin bind: -4.9%; BLM helicase inh: 0.8%; APEX1 inh: -4.9%; POLI inh: 25.0%&23.6%; BAZ2B block: 2.1%; Pol eta inh: -20.4%

Some of the compounds tested, so the mix of outcomes need not match the whole.
